Screening results deposited in PubChem BioAssay by Johns Hopkins Ion Channel Center.
KCNQ2 block = KCNQ2 potassium channel inhibitors, primary screen, cell-based, CHO-K1, FluxOR thallium flux, B-score (AID 2156). O88943. 20 min; hits give low values. B-score at 10 µM. actives 1.1% (n = 310,000);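 active means fluorescence ratio B-score at most minus 3 library SDs, with starting brightness B-score within 2 library SDs, cut at about -5.5 in these data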
Kir21 inh = inhibitors of mouse Kir2.1 inward-rectifier potassium channel. P35561. HEK293-Kir2.1, FluxOR thallium flux fluorescence; hits give low values. B-score at 10 µM. actives 0.85% (n = 310,000). AID 1672;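 active means fluorescence ratio B-score at or below minus 3 SD of library scores, with starting-brightness B-score within 2 SD, cut at about -4.2 in these data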;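 further: channel flux triggered by added potassium and thallium sulfate stimulus; B-score of peak minus minimum fluorescence over baseline after thallium stimulus; more negative B-score means stronger Kir2.1 block with less thallium influx; some compounds called inactive have numbers as strong as hits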
Target sequence (P35561 whole entry, looked up): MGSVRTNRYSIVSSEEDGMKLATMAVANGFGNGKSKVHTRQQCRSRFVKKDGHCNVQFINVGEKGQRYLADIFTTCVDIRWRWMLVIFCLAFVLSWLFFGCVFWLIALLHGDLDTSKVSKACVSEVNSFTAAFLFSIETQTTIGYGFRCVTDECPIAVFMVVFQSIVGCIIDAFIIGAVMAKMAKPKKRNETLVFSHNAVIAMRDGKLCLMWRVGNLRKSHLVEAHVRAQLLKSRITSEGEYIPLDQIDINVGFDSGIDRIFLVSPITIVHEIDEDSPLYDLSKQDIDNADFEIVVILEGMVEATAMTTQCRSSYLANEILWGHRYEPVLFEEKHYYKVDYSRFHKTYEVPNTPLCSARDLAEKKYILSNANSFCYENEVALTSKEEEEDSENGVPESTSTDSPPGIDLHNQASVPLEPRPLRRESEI
An asterisk follows results filed as active; i = inactive. Compounds were not picked by outcome; any-hit rate near 1.8%.

SMILES	KCNQ2 block	Kir21 inh
CCOCCn1c(=O)c2c(nc3n2CC(C)CN3Cc2ccccc2)n(C)c1=O (stereo not given)	i	0.54
CC(C)N(C(=O)CSc1nc2ccccc2n1Cc1ccc(F)cc1)C(C)C	-7.86*	-0.05
Cc1c(N)cc[n+](CC(=O)c2ccccc2)c1C	i	0.34
O=c1[nH]c(NC2CCN(S(=O)(=O)c3ccccc3C(F)(F)F)CC2)nc2c1CCCC2	i	0.29
CCOC(=O)CC1C(=O)NCCN1S(=O)(=O)c1ccc(OC)cc1 (stereo not given)	i	0.71
CC1=C(C(=O)Nc2ccccn2)C(c2cn(C)nc2C)C2=C(CCCC2=O)N1 (stereo not given)	i	-0.08
Cc1cccc(NC(=O)CSc2cc(C)c(C#N)c3nc4ccccc4n23)c1	i	0.28
Cc1ccccc1CN1CCN(C(=O)CC(C)C)CC1	i	-0.34
O=C(Nc1ccccc1NC(=O)c1c(F)cccc1F)c1c(F)cccc1F	i	-0.01
COc1ccccc1C(=O)Nc1ccon1	i	0.01
COc1ccc(Cl)c2c1[nH]c1nc(SCc3cccnc3)nnc12	i	0.89
COc1ccccc1N1CCN(S(=O)(=O)c2cn(C)cn2)CC1	i	-1.49
Cc1c(Br)c([N+](=O)[O-])nn1CC(=O)N1CCN(C23CC4CC(CC(C4)C2)C3)CC1	i	-1.11
COc1ccccc1C(=O)NC(=S)Nc1ccc(NC(=O)c2cccs2)cc1	i	0.81
COc1ccc(NC(=S)N2CCOCC2)c(OC)c1	i	1.64
CCOC(=O)c1oc2ccc(CNC3CCCCC3)c(Cl)c2c1C	i	-2.4
N#CCN1CCC(c2cc(-c3ccco3)n[nH]2)CC1	i	0
Cc1cc(O)c(C(C)C)cc1N=C1CSC(=O)N1	i	-1
Cc1nn(CCCC(=O)Nc2cccnc2)c(C)c1[N+](=O)[O-]	i	-0.02
CCCOc1ccc(C(=O)Nc2ccc(N3CCN(C(C)=O)CC3)cc2)cc1	i	-0.97
CN(C(=O)/C=C/c1ccccc1)C1CCCCC1	i	-0.1
Cc1ccc(NC(=O)Cn2c(=O)n(Cc3ccco3)c(=O)c3ccccc32)c(C)c1	i	-1.02
S=C(NCCC1=CCCCC1)Nc1ccccc1	i	-1.25
C=C(C)c1cccc(C(C)(C)NC(=O)NCc2ccncc2)c1	i	-1.1
Cc1cccc(OCC(=O)N/N=C\C=C\c2ccc3c(c2)OCO3)c1C	i	3
COc1cccc2cc(C(=O)C3=C(O)C(=O)N(CCN(C)C)C3c3ccc(Cl)cc3)oc12 (stereo not given)	i	1.34
Cc1cc(O)cc(O)c1C(=O)Cc1ccccc1	i	-1.83
CCCCCCC(=O)Nc1nc(C)c(-c2csc(Nc3ccc(Cl)cc3)n2)s1	i	1.69
O=C(CSc1nnc2ccccn12)N1CCc2ccccc21	i	2.32
O=C(CSc1nc2ccccc2[nH]1)N1CCN(C(=O)c2ccco2)CC1	i	2.15
CCN1C(=O)c2n[nH]c(C(=O)OC)c2C1=O	i	1.2
COC(=O)c1ccc(COC(=O)CNC(=O)c2ccc(-c3ccccc3)cc2)cc1	i	1.84
CCn1c(CCNC(=O)c2ccc(OC)c(OC)c2)nc2ccccc21	i	-0.8
N/C(=N\OC(=O)CCCc1ccccc1)c1cccc([N+](=O)[O-])c1	i	-1.4
Fc1ccc(Cn2nnc3ccccc32)cc1	i	0.19
CN(Cc1nc2ccccc2s1)C(=O)c1ccc(F)cc1	i	1.03
Nc1ccc(S(=O)(=O)c2ccc(N)cc2)cc1	i	1.27
COc1ccccc1CCNC(=O)c1c(C)nn(CC(C)C)c1Cl	i	-0.38
O=[N+]([O-])c1ccccc1N/N=C\c1ccccc1Cl	i	-0.62
Cc1ccc(C)c(S(=O)(=O)N2CCCC2CNC(=O)C(=O)NC2CCCCCC2)c1 (stereo not given)	i	-0.08
O=C(NNC1=NCCC1)c1cccc(S(=O)(=O)N2CCOCC2)c1	i	0.05
COC(=O)N/N=C(\CCC(=O)O)c1cccs1	i	1.27
Cn1c(Cc2cccs2)nnc1SCC(=O)Nc1ccc(F)cc1F	i	-1.08
O=C(O)c1ccccc1C(=O)Nc1ccccn1	i	-0.03
Cc1cccc(NC(=O)C2CCCN(S(=O)(=O)c3ccc(-n4cnnn4)cc3)C2)c1 (stereo not given)	i	1.49
O=C(Cc1ccc(Cl)cc1)N1CCN(c2ccccc2)CC1	i	0.15
Fc1ccc(OCCOCCN2CCNCC2)cc1	i	-1.59
O=C(CCn1c(=O)[nH]c2ccsc2c1=O)N1CC(=O)N(CCc2ccccc2)C(=O)C1	i	2.81
CCn1c(C)c2c([n+]1CC)CC(C)(C)CC2=O	i	1.14
COC(=O)N/N=C/c1c(C)nn(-c2cccc(Cl)c2)c1Cl	i	-0.49

The list continues.
SMILES	KCNQ2 block	Kir21 inh
Cn1c(SCC(=O)Nc2ccc3nc(SCC(=O)NC4CC4)sc3c2)nnc1-c1ccccc1	i	0.05
O=C(CCC(=O)N1CCCC(Nc2ccccc2)C1)c1ccc(F)cc1 (stereo not given)	i	-1.17
CC1CCc2c(sc3ncn(CCO)c(=O)c23)C1 (stereo not given)	i	2.11
COc1ccc(C2CC(c3ccccc3)=NN2C(=O)CN2N=NC3C(=O)N(c4cccc(F)c4)C(=O)C32)cc1 (stereo not given)	i	-0.02
CCOCc1nnc(NC(=O)c2cc(OC)c(OC)cc2[N+](=O)[O-])s1	i	1.96
COc1ccc(CCNC(=O)c2nc(-c3cccs3)no2)cc1OC	i	-0.5
Nn1c(Cc2ccccc2F)nnc1SCC(=O)N1CC(=O)Nc2ccccc21	i	2.18
O=C(CCN1CCN(c2ccccc2)CC1)NNC(=S)Nc1ccccc1	i	0.08
CC(=O)NC(CC(=O)Nc1ccc(S(=O)(=O)N2CCCCC2)cc1)c1ccccc1 (stereo not given)	i	0.81
CC1CCc2sc(-c3n[nH]c(=S)o3)cc2C1 (stereo not given)	i	-2.08
O=C1CSC(=S)N1CC1CCCO1 (stereo not given)	i	-0.18
O=C(NN1C(=O)C2C3C=CC(C4CC34)C2C1=O)c1ccc(Br)cc1 (stereo not given)	i	-0.58
O=C(COc1c(Cl)cc(Cl)cc1Cl)c1ccc(Cl)cc1	i	-0.24
COC(=O)CN(c1cccc(F)c1)S(C)(=O)=O	i	0.17
Cc1cc(C)c(C)c(OCC(=O)NCC2CCCO2)c1 (stereo not given)	i	0.38
CN(C(=O)c1ccc(N2CCOCC2)c([N+](=O)[O-])c1)C1CCCCC1	i	-0.7
CS(=O)(=O)NN1C(=O)c2ccccc2NC12CCCC2	i	-0.66
NC(=O)CSc1nc2sc3c(c2c2ncnn12)CCCC3	i	0.34
CCCN1CCN(CC(=O)Nc2nncs2)CC1	i	-0.63
Cc1ccc2nc(N(CCCN(C)C)C(=O)CS(=O)(=O)c3ccccc3)sc2c1	i	0.03
C=C(C)CN1C(=O)c2ccccc2C1=O	i	0.56
C/C=C/c1ccc(OCCCCN2C(=O)NC(C)(C)C2=O)c(OC)c1	i	-1.79
C#CCOCCOCCOCCNc1nc(N2CCN(C(=O)[C@H]([C@@H](C)CC)n3cc([C@@H](N)CO)nn3)CC2)nc(N2CCN(C(=O)[C@H]([C@@H](C)CC)n3cc([C@@H](N)CO)nn3)CC2)n1	i	0.31
COc1cc(/C=N\NC(=O)c2ccc(-c3ccccc3)cc2)ccc1OCC(N)=O	i	0.24
COC(=O)C1=C(C)NC(=O)C1(NS(=O)(=O)c1ccc(NC(C)=O)cc1)C(F)(F)F (stereo not given)	i	-0.7
COc1ccc(N2CCN(S(=O)(=O)c3ccc4c(c3)CCCC4)CC2)c([N+](=O)[O-])c1	i	1.15
N=c1c2c(-c3ccccc3)c(-c3ccccc3)n(Cc3ccco3)c2ncn1Cc1ccccc1	-5.91*	-5.91*
CCOC(=O)N1CC(=O)Nc2ccc(Br)cc2C1c1ccccc1 (stereo not given)	i	-0.96
COc1cc(/C=N/NC(=O)/C(=C/c2ccccc2)CCO)ccc1O	i	1.78
Cc1ccc(NC(=O)OCc2ccccc2S(C)=O)cc1 (stereo not given)	i	-0.45
CCOc1ccc(NC(=O)CCCCn2c(=O)[nH]c3ccsc3c2=O)cc1	i	-0.01
COc1ccc(CNC(=O)c2noc(C)c2[N+](=O)[O-])cc1	i	0.22
Cc1cc(Br)ccc1OCCOCCN1CCCC1	i	0.75
COc1cc2c(cc1OC)n(CC(=O)NC1CCCCCC1)n1c(C)cc(=O)nc21	i	3.3
Cc1ccc(NC(=O)Cc2noc3ccccc23)nc1	i	0.21
O=C(O)c1cccc(Nc2nc(-c3ccccc3)nc3ccccc23)c1	i	0.73
Cn1c(SCC(=O)Nc2sc3c(c2C#N)CCC3)nnc1C1COc2ccccc2O1 (stereo not given)	i	-0.35
COc1ncccc1-c1nnn(-c2ccccc2Br)n1	i	0.9
CN(CCCNC(=O)CCc1cn(C)c2ccccc12)C1CCCCC1	i	-0.32
CCOC(=O)c1c(O)c(O)c(C(=O)OCC)n1-c1ccccc1	i	-0.44
C=CCn1c(SCC(=O)Nc2cc(OC)c(NC(=O)c3ccco3)cc2OC)nnc1-c1ccncc1	i	1.2
CC(=O)Nc1ccc(Oc2ncccn2)cc1	i	-1.61
CC(C)(C)c1ccc(OCCC(=O)OCC(=O)Nc2cccnc2Cl)cc1	i	0.41
COC(=O)C1=C(O)/C(=C/c2ccc(OCC(=O)Nc3ccccc3)cc2)N=C1C	i	1.74
CCOC(=O)NC1(C(F)(F)F)C(=O)NC(C)=C1C#N (stereo not given)	i	0.49
CCCCOC(=O)c1nnc(-c2ccccc2)o1	i	-0.38
COc1cc(NS(=O)(=O)c2ccc(NC(=S)NC(=O)CC(C)C)cc2)nc(OC)n1	i	1.79
CCCCN1C(=O)N(C)C2NC(=O)NC21 (stereo not given)	i	1.56
S=C1SCN(Cc2ccccn2)CN1Cc1ccco1	i	0.16
COc1ccc(N2CCN(c3ncnc4scc(-c5ccc(F)cc5)c34)CC2)cc1	i	0.28

Next part.
SMILES	KCNQ2 block	Kir21 inh
C/C(=N\O)C(=O)NCc1ccccn1	i	-1.92
CC(=O)Nc1ccc(C(=O)N/N=C/c2cc(Br)cc(Br)c2O)cc1	i	1.84
CCCOc1ccc(C(=O)N2CCN(c3ccc(N)cc3Cl)CC2)cc1	i	-0.32
O=C(CC1NC(=O)NC1=O)Nc1cccc2ccccc12 (stereo not given)	i	-0.01
CCOC(=O)C1(Cc2cccc(OC)c2)CCN(C/C=C/c2ccccc2)CC1	i	-2.45
NC1=NN=C(N2N=C(c3ccc(Br)cc3)CC2(O)C(F)(F)F)n2ncnc2C1 (stereo not given)	i	-0.06
CN(CCC#N)C(=O)COc1ccc(Br)cc1Cl	i	0.21
CS(=O)(=O)Nc1ccc(-c2cc(/C=C3\SC(N)=NC3=O)c[nH]c2=O)cc1	i	0.41
CN(C)C(=O)c1ccc(NC(=O)c2sccc2-c2ccccc2)cc1	i	-0.29
COc1ccc(OCc2cc(C(=O)NCC3CCCCO3)no2)c(Cl)c1 (stereo not given)	i	-0.02
CCOc1cc(-c2nc(C)c(C(C)=O)n2O)ccc1OCC(=O)Nc1ccccc1	i	0.02
C/C=C/c1ccc(OCCNCc2ccccc2)c(OC)c1	i	-0.65
Cc1ccc(S(=O)(=O)N2C(=O)C(C)SC2=Nc2ccccc2)cc1 (stereo not given)	i	-0.53
NNC(=O)CSc1ncc(-c2ccccc2)[nH]1	i	-1.13
CC(=O)SCCC(=O)N1C(C)CCCC1C(=O)O (stereo not given)	i	0.4
CN1CCN(c2nc(-c3ccc(C(C)(C)C)cc3)nc3ccccc23)CC1	i	1.48
CC1CCCC(C)N1C(=O)Cn1nnc(-c2ccccc2)n1 (stereo not given)	i	1.27
Cn1cccc1C(=O)NC(=O)COC(=O)c1cc(Cl)ccc1[N+](=O)[O-]	i	-2.9
COc1ccc2cc(CCl)c(Cl)nc2c1	i	0.03
Fc1ccc(CN2CCSCC2)cc1Br	i	0.25
CC/C(=N\NC(=O)C(N)=O)c1ccccc1O	i	0.02
Cc1nn(Cc2c(F)c(F)c(F)c(F)c2F)c(C)c1NC(=O)c1ccc(COc2ccccc2Cl)cc1	i	1.8
CC1CCCCN1C(=S)Nc1ccc(OC(F)F)cc1 (stereo not given)	i	-2.78
CCOC(=O)c1n[nH]c(=O)c2ccccc12	i	-0.65
COc1cc(/C=N/NC(=O)c2cc(-c3ccccc3)nc3ccccc23)cc(OC)c1O	i	0.01
O=C(Nc1ccc(F)cc1)Nc1nnc(-c2ccccc2)o1	i	-0.1
COC(=O)c1cc(F)c(-n2cncn2)c(F)c1	i	-0.04
